AmpC inh no detg = qHTS Inhibitors of AmpC Beta-Lactamase (assay without detergent); P00811; AmpC nitrocefin hydrolysis, absorbance 480 nm, 0.0001% Triton; Potency, µM (titrated, usually from 57.1 µM), for inactives: at the highest dose activity change, negative = inhibition, most hits filed as inhibitors; 330,000 compounds, 0.52% hits;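 also: potency is read from the fitted curve at half-maximal effect; plate controls were no compound for no effect and no enzyme for full effect; nearly all actives have a fitted effect of over 20% in size; some results filed as inactive show a strong effect at the top dose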
Target sequence (P00811 whole entry, looked up): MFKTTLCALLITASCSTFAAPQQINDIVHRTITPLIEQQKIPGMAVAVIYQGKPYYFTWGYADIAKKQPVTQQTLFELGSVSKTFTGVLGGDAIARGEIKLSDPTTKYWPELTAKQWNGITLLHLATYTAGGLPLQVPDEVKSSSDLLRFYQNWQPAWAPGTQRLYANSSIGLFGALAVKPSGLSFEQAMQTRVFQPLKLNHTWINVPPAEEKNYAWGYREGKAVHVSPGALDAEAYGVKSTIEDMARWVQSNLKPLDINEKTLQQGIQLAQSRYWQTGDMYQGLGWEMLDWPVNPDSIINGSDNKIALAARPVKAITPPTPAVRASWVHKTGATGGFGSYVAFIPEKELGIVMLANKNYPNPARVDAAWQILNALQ
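20 mM phosphate pH 7.0 + 0.01% (detergent screen) or 0.0001% Triton X-100; 5.3 nM AmpC reagent; cpd preinc 15 min RT; nitrocefin (800 uM stock) to start; A480 q20 s × 4 min; Activity was normalised to no-enzyme and no-compound control wells.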
Sm TGR inh = qHTS Assay for the Inhibitors of Schistosoma Mansoni Peroxiredoxins. Schistosoma mansoni thioredoxin glutathione reductase (TGR), Q962Y6. purified TGR, DTNB reduction, TNB absorbance 405 nm. Potency, µM (titrated, usually from 114 µM), inactives show top-dose activity change, negative = inhibition, most hits filed as inhibitors. 360,000 compounds, 3% hits. AID 485364, 2010; also: potency is read from the fitted curve at half-maximal effect; nearly all actives have a fitted effect of over 60% in size
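Kinetic colorimetric format: TGR-catalysed, NADPH-driven DTNB reduction monitored via TNB absorbance. Enzyme dispensed at 20 nM; compound exposure 15 min at room temperature before reaction start.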
AMA1 RON2 block = qHTS for Inhibitors of AMA1-RON; Towards Development of Antimalarial Drug Lead: Primary Screen; 360,000 compounds, 0.2% hits; Plasmodium falciparum AMA1 (3D7) - RON2 peptide interaction; AlphaScreen AMA1-biotinylated RON2 peptide binding; Potency, µM (series often up to 58.2 µM), for inactives: at the highest dose activity change, negative = inhibition, actives largely listed as inhibitors; AID 720542, 2013;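 also: potency is read from the fitted curve at half-maximal effect; 0% = vehicle wells and -100% = peptide control; nearly all actives have a fitted effect of over 45% in size; some results filed as inactive show a strong effect at the top dose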
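AMA1 (3D7) with his tag at 25 nM final met compounds first, then biotinylated RON2 peptide at 25 nM; detection used donor plus acceptor beads, 10 µg/mL apiece, read by AlphaScreen after 30 min at room temperature.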
Giardia FBPA inh = qHTS Assay for Inhibitors of Fructose-1,6-bisphosphate Aldolase from Giardia Lamblia | Potency, µM (titrated, usually from 59.6 µM), without a hit: at the highest dose activity, negative = inhibition, usual class: inhibitors | A8B2U2 | 290,000 compounds, 0.71% hits | purified Giardia FBPA; also: potency is read from the fitted curve at half-maximal effect; nearly all actives have a fitted effect of over 55% in size
Target sequence (A8B2U2 whole entry, looked up): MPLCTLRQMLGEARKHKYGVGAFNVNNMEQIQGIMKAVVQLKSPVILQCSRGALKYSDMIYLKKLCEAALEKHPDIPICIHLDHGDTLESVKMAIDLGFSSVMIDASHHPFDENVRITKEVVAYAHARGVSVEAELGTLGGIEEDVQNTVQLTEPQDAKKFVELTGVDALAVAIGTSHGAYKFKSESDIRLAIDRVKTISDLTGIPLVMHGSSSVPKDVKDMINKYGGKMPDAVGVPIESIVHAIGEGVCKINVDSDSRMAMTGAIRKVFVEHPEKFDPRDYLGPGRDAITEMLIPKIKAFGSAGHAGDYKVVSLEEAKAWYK
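40 nM FBPA preincubated 10 min at RT with compound (up to 57.5 uM final), then substrate plus GAPDH/TPI/NAD/arsenate coupling and diaphorase/resazurin added. Fluorescence read after 20 min at RT, 525/598 nm.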
AmpC inh detg = qHTS Inhibitors of AmpC Beta-Lactamase (assay with detergent) | 370,000 compounds, 0.041% hits | AID 485294, 2010 | P00811 | AmpC hydrolysis of nitrocefin, absorbance 480 nm, 0.01% Triton | Potency, µM (highest dose often 114 µM), without a hit: at the top dose activity change, negative = inhibition, usual class: inhibitors;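 also: potency is read from the fitted curve at half-maximal effect; 0% = no-compound wells and -100% = no-enzyme wells; nearly all actives have a fitted effect of over 25% in size; some results filed as inactive show a strong effect at the top dose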
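AmpC (5.3 nM in the dispensed reagent) in 20 mM phosphate pH 7.0 with 0.01% (detergent screen) or 0.0001% Triton X-100 was preincubated with compounds for 15 min at room temperature. Nitrocefin was then added from an 800 uM solution, and hydrolysis was followed at 480 nm.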
HCMV inh = qHTS Assay for inhibitors of the human cytomegalovirus (HCMV); AID 1259415, 2018; HFF cells, HCMV-luciferase reporter, 72 h; stronger effect = lower value; activity change, negative = inhibition, % at 57.5 µM; 410,000 compounds, 4.5% hits; in the data active = activity change below about -60%; inconclusive = no clear call, values can overlap the other calls; inactive = above about -39%
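Cell-based, HFFs, 1000 cells/well, 16 h 37C; cpds in DMSO + HCMV-luc, MOI 1 PFU/cell; 72 h 37C; OneGlo luminescence after 5 min RT; norm. to buffer vs Salinomycin 10uM.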
An asterisk follows results filed as active; [ ] = dose if it differs, or a comment. Unless noted, calls follow the shape of the dose curve; as a rule, active = well fitted curve in the direction sought with a large enough effect; inconclusive = small, poorly fitted or top-dose-only effect, or another doubt; inactive = no such curve, though single readings can be large; an effect the other way counts as inactive or inconclusive. Unless noted, % is scaled to controls: 0 for no effect and ±100 for the full control effect. Hits appear at their usual frequency; 7.8% or so of the library scored in one or more.

`CCC(C)[C@H](NC(=O)Nc1ccc2c(c1)OCCO2)C(=O)OC` (some centres undefined) gave AmpC inh no detg 0%, Sm TGR inh 1%, AMA1 RON2 block 5%, Giardia FBPA inh 7%, AmpC inh detg 3% and HCMV inh 4.
O=C(COC(=O)COc1cccc(Br)c1)NCc1ccc2c(c1)OCO2 was read as AmpC inh no detg -4%, AMA1 RON2 block 3% and HCMV inh -1.
Screening Cc1ccc(N2CCCC2=O)cc1S(=O)(=O)N1CCOCC1 returned AmpC inh no detg -4%, Sm TGR inh -10%, AMA1 RON2 block 7%, AmpC inh detg 0% and HCMV inh 0.
CCCCN=c1sc(C(=O)OC)cc(=O)n1CCCC was read as AmpC inh no detg -22%, Sm TGR inh -2%, AMA1 RON2 block 4%, Giardia FBPA inh 4%, AmpC inh detg 2% and HCMV inh -29.
Screening CCn1c2ccc(OC)cc2c2nc3ccccc3nc21 returned AmpC inh no detg 202%[activator], Sm TGR inh 1%, AMA1 RON2 block 55%[activator], Giardia FBPA inh -1%, AmpC inh detg 3% and HCMV inh 55.
`CC(/C=C/c1ccc2c(c1)OCO2)=N/NC(=O)c1cccnc1` gave AmpC inh no detg -21%, Sm TGR inh -15%, AMA1 RON2 block 73%[activator], Giardia FBPA inh -2%, AmpC inh detg inconclusive and HCMV inh -16.
`COc1ccc([C@@H]2C[C@H](c3ccccc3)Oc3cc(OC)c(OC)c(OC)c32)cc1` gave AmpC inh no detg 53%, Sm TGR inh 12%, AMA1 RON2 block -22%, Giardia FBPA inh -19%, AmpC inh detg -6% and HCMV inh 52.
For O=C(OCC(O)COC(=O)c1cccnc1)c1cccnc1 the results were AmpC inh no detg -6%, Sm TGR inh 30%, AMA1 RON2 block -6%, Giardia FBPA inh -13%, AmpC inh detg -3% and HCMV inh 19.
`COc1ccc(NC(=O)CSc2nnc(C)n2C2CCCCC2)cc1` gave AmpC inh no detg 0%, Sm TGR inh 0%, AMA1 RON2 block 14%, Giardia FBPA inh 6%, AmpC inh detg 1% and HCMV inh -27.
`O=C(Nc1nc(-c2ccco2)c(-c2ccco2)s1)C1CCC1` gave AmpC inh no detg 32µM*, Sm TGR inh inconclusive, AMA1 RON2 block inconclusive, Giardia FBPA inh -16%, AmpC inh detg inconclusive and HCMV inh -14.
Screening Cc1ccccc1S(=O)(=O)Cc1ccc(C(=O)NCc2ccco2)o1 returned AmpC inh no detg -7%, Sm TGR inh -12%, AMA1 RON2 block -11%, Giardia FBPA inh -8%, AmpC inh detg inconclusive and HCMV inh -29.
Cc1csc(NC(=O)c2cncc(Br)c2)n1 was read as AmpC inh no detg -13%, Sm TGR inh 6%, AMA1 RON2 block -5%, Giardia FBPA inh -9%, AmpC inh detg -2% and HCMV inh 101.
Screening CC(=O)c1ccc(N2CCN(C(=O)c3ccc(Br)cc3)CC2)c(F)c1 returned AmpC inh no detg 60%[activator], Sm TGR inh 7%[11.4 µM], AMA1 RON2 block -1%, Giardia FBPA inh 17%, AmpC inh detg 9% and HCMV inh 39.
Screening COc1ccc(C2=NN(C(=O)CCC(=O)O)C(c3ccccc3OC)C2)cc1 (centres undefined) returned AmpC inh no detg -20%, Sm TGR inh -1%, AMA1 RON2 block 4%, Giardia FBPA inh 11%, AmpC inh detg -3% and HCMV inh 57.
`Cc1cc(Br)ccc1NC(=O)CN(C)C(=O)CSCc1ccccc1` gave AmpC inh no detg 3%, Sm TGR inh -15%, AMA1 RON2 block 94%[activator], AmpC inh detg 0% and HCMV inh -10.
`COc1cccc(CC2(CO)CCCN(Cc3c(C)cc(C)cc3-n3cccn3)C2)c1` (centres undefined) gave AmpC inh no detg 70%[activator], Sm TGR inh -3%, AMA1 RON2 block -2%, Giardia FBPA inh 3%, AmpC inh detg 5% and HCMV inh -69*.
For CCn1cc([N+](=O)[O-])c(=O)c2cc(F)c(N3CCOCC3)cc21 the results were AmpC inh no detg 2%, Sm TGR inh -8%, AMA1 RON2 block -7%, Giardia FBPA inh 18%, AmpC inh detg -5% and HCMV inh 62.
CC(=O)c1ccc2c(c1)C1C(Cl)C(Sc3ccccc3[N+](=O)[O-])CC1C(C(=O)O)N2 (centres undefined) was read as AmpC inh no detg -46%, Sm TGR inh inconclusive, AMA1 RON2 block -27%, Giardia FBPA inh -3%, AmpC inh detg inconclusive and HCMV inh -17.
`CN1CCN(C2CCN(S(=O)(=O)c3ccc(C(C)(C)C)cc3)CC2)CC1` gave AmpC inh no detg 22%, Sm TGR inh -2%, AMA1 RON2 block 11%, Giardia FBPA inh -5%, AmpC inh detg -15% and HCMV inh -39.
`O=C(COC(=O)c1cccc([N+](=O)[O-])c1)Nc1ccc(Cl)cn1` gave AmpC inh no detg -24%, Sm TGR inh 1%, AMA1 RON2 block -10%, AmpC inh detg inconclusive and HCMV inh -4.

Grouped by structure, those above containing a furan ring, fused or not (two)
`O=C(Nc1nc(-c2ccco2)c(-c2ccco2)s1)C1CCC1` gave AmpC inh no detg 32µM*, Sm TGR inh inconclusive, AMA1 RON2 block inconclusive, Giardia FBPA inh -16%, AmpC inh detg inconclusive and HCMV inh -14.
Screening Cc1ccccc1S(=O)(=O)Cc1ccc(C(=O)NCc2ccco2)o1 returned AmpC inh no detg -7%, Sm TGR inh -12%, AMA1 RON2 block -11%, Giardia FBPA inh -8%, AmpC inh detg inconclusive and HCMV inh -29.

(listing goes on)
Screening CCCCN(C(=O)c1cccc(S(=O)(=O)N2CCCC2)c1)c1c(N)n(CCC)c(=O)[nH]c1=O returned AmpC inh no detg -22%, Sm TGR inh 2%, AMA1 RON2 block 11%, AmpC inh detg 7% and HCMV inh 4.
COc1ccc(OC)c(NS(=O)(=O)c2ccc(N3CCCC3=O)cc2)c1 was read as AmpC inh no detg 8%, Sm TGR inh 11%, AMA1 RON2 block 13%, Giardia FBPA inh 10%, AmpC inh detg -6% and HCMV inh -73*.
For CCC(C)c1ccc(NS(=O)(=O)c2c(C)[nH]c(=O)[nH]c2=O)cc1 (centres undefined) the results were AmpC inh no detg -45%, Sm TGR inh 2%, AMA1 RON2 block -11%, Giardia FBPA inh 6%, AmpC inh detg -14% and HCMV inh inconclusive.
`CN(CCc1ccccn1)C(=O)Nc1cc(Cl)cc(Cl)c1` gave AmpC inh no detg -5%, Sm TGR inh -1%, AMA1 RON2 block -20%, Giardia FBPA inh 2%, AmpC inh detg -3% and HCMV inh -13.
COc1ccc(C(CNC(=O)C(C)(C)Oc2ccc(Cl)cc2)N2CCCCC2)cc1 (centres undefined) was read as AmpC inh no detg 95%[activator], Sm TGR inh -16%, AMA1 RON2 block 7%, AmpC inh detg -6% and HCMV inh -10.
CCOC(=O)C(NC(C)=O)(OCc1ccccc1)C(F)(F)F (centres undefined) was read as AmpC inh no detg -4%, Sm TGR inh -4%, AMA1 RON2 block 0%, Giardia FBPA inh 1%, AmpC inh detg 2% and HCMV inh 2.
`CCOC(=O)c1cc2ccccc2n1CCN(CC)CC` gave AmpC inh no detg -4%, Sm TGR inh -10%, AMA1 RON2 block -1%, Giardia FBPA inh -16%, AmpC inh detg -12% and HCMV inh -23.
O=C(CSCc1ccccc1)Nc1ccc(F)cc1F was read as AmpC inh no detg -25%, Sm TGR inh 4%, AMA1 RON2 block -8%, Giardia FBPA inh -1%, AmpC inh detg -2% and HCMV inh -2.
`CCS(=O)(=O)N1CCC2(CC1)OC(=O)C(C)=C2C(=O)NCc1cccc(Cl)c1` gave Sm TGR inh 2%, AmpC inh detg 2% and HCMV inh -4.
CC1(C)CC(CC(=O)Nc2ccccn2)C(=O)O1 (centres undefined) was read as AmpC inh no detg -14%, Sm TGR inh -17%, AMA1 RON2 block -9%, Giardia FBPA inh 4%, AmpC inh detg -3% and HCMV inh -4.
O=C(NCc1ccc(F)cc1)C1CCN(S(=O)(=O)c2ccc3c(c2)OCCCO3)CC1 was read as AmpC inh no detg -2%, Sm TGR inh -7%, AMA1 RON2 block 12%, Giardia FBPA inh 2%, AmpC inh detg -10% and HCMV inh -24.
For N#CCOC(=O)c1sccc1-n1cccc1 the results were AmpC inh no detg -13%, Sm TGR inh 11%, AMA1 RON2 block -3%, Giardia FBPA inh 2%, AmpC inh detg 2% and HCMV inh -10.
`O=[N+]([O-])c1cc(CN2CCN(c3ccccc3)CC2)c(O)c2ncccc12` gave AmpC inh no detg -4%, AMA1 RON2 block -90%, Giardia FBPA inh inconclusive, AmpC inh detg 3% and HCMV inh -89*.
O=C(CC1SC(N2CCCC2)=NC1=O)Nc1ccc(C(=O)NCCOc2ccccc2F)cc1 (centres undefined) was read as AmpC inh no detg 57%, Sm TGR inh -1%, AMA1 RON2 block -1%, AmpC inh detg -8% and HCMV inh 27.
CC(Sc1ccccc1)C(=O)NN=C1CCCCCC1 (centres undefined) was read as AmpC inh no detg -24%, Sm TGR inh 1%, AMA1 RON2 block -2%, Giardia FBPA inh 3%, AmpC inh detg -5% and HCMV inh -9.
Screening O=C(/C=C/c1ccc(OCCCF)cc1)Nc1ccnc(-c2cccnc2)n1 returned AmpC inh no detg -16%, Sm TGR inh 0%, AMA1 RON2 block -13%, Giardia FBPA inh -4%, AmpC inh detg inconclusive and HCMV inh -33.
Cc1nc2ccc(S(=O)(=O)NCC(=O)NCCN3CCCCC3C)cc2s1 (centres undefined) was read as AmpC inh no detg -7%, Sm TGR inh 14%, AMA1 RON2 block 8%, Giardia FBPA inh 1%, AmpC inh detg -3% and HCMV inh 7.
`O=C(Nc1ccc(Cl)cn1)Nc1ccc(Cl)cn1` gave AmpC inh no detg -28%[11.4 µM], Sm TGR inh 5%, AMA1 RON2 block -6%, Giardia FBPA inh -1%, AmpC inh detg inconclusive and HCMV inh -35.
For Cc1ccc(Cn2cc(/C=C/C(=O)O)c(-c3ccccc3)n2)cc1 the results were AmpC inh no detg -16%, Sm TGR inh 11%, AMA1 RON2 block -10%, Giardia FBPA inh 9%, AmpC inh detg 0% and HCMV inh 0.
For CCOC(=O)/C(N=Nc1sc(C(=O)OCC)c(C)c1C(=O)OCC)=C(\C)O the results were AmpC inh no detg -18%, Sm TGR inh -3%, Giardia FBPA inh 6% and AmpC inh detg -12%.
`COc1cc(N2CCOCC2)ncn1` gave AmpC inh no detg -15%, Sm TGR inh 9%, AMA1 RON2 block 0%, Giardia FBPA inh 4%, AmpC inh detg -3% and HCMV inh 9.
For CC(=O)c1c(O)cc(O)cc1O the results were AMA1 RON2 block -8%, Giardia FBPA inh -14% and HCMV inh 17.

Bioassay records: PubChem BioAssay, National Center for Advancing Translational Sciences (NCATS)
